Eya2 phos inh: blocks the phosphatase activity of human Eya2; O00167; Potency, µM (doses to about 76.9 µM), inactives show at the top dose activity, negative = inhibition, hits mostly inhibitors; actives 0.006% (n = 330,000); recombinant Eya2, OMFP fluorescence dephosphorylation (OMFP is methylfluorescein phosphate); AID 488837; further: potency means the concentration at half of the fitted maximal effect; on the % scale 0 is the no-effect control and ±100 the full control effect
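Eya2 (0.2 uM) preincubated 10 min at ambient with compound, then OMFP substrate added at 50 uM; 10 min reaction in 50 mM HEPES pH 7.5, 50 mM NaCl, 5 uM MgCl2, 0.05% BSA, 1 mM DTT. Fluorescence read at Ex 485/Em 525 nm.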
Mito fusion yeast: mitochondrial division inhibition or fusion activation; S. cerevisiae fusion-defective mutant growth rescue, CellTiterGlo 48 h; Potency, µM (top dose mostly 46.1 µM), inactives show top-dose growth rescue (activation), actives largely listed as activators; actives 0.23% (n = 320,000); AID 485298;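 further: potency means the concentration at half of the fitted maximal effect; % of control where 0% means no effect; nearly all actives have a fitted effect of over 45% in size; temperature-sensitive fusion mutants such as fzo1-1 at 37 °C on non-fermentable ethanol glycerol medium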
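Compounds are tested for their ability to restore growth of mitochondrial fusion-defective yeast strains at non-permissive 37C in YPEG medium over 48 hours. Viability is quantified by luciferase luminescence.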
Tb PFK block: inhibitors of T. brucei phosphofructokinase | O15648 | T. brucei PFK, ADP-Glo luminescence | Potency, µM (series often up to 57.5 µM), for inactives: at the highest dose activity, negative = inhibition, hits mostly inhibitors | actives 0.17% (n = 330,000) | AID 485367;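 further: potency means the concentration at half of the fitted maximal effect; 0% = uninhibited 1x PFK enzyme wells and -100% = no-enzyme wells; nearly all actives have a fitted effect of over 60% in size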
Target sequence (O15648 whole entry, looked up): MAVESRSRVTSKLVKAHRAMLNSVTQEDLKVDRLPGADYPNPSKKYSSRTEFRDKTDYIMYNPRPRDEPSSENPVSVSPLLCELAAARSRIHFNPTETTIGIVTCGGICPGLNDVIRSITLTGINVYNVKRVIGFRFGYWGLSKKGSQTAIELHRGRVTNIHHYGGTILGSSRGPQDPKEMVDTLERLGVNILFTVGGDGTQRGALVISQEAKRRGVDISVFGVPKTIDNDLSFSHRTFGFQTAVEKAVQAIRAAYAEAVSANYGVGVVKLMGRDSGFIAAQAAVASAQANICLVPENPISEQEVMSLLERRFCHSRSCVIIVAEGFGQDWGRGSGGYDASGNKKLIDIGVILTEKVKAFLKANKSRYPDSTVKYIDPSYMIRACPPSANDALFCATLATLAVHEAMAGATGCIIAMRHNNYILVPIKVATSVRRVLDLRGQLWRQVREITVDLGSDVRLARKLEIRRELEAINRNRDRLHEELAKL
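ADP-Glo luminescence quantified ADP after 45 min at room temperature, with 1.25 nM T. brucei PFK, 0.1 mM ATP and 0.5 mM fructose-6-phosphate in pH 8.0 TEA buffer. qHTS titrations up to 57 µM; curves classified by quality.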
TCR act: activates T cell receptor signaling; AID 504894; 330,000 tested, under 10 active; Potency, µM (series often up to 9.22 µM), for inactives: top-dose activation of IL-2 secretion, hits mostly activators; primary human leukocytes, anti-CD3, IL-2 HTRF, 48 h; further: % of control where 0% means no effect
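TCR engagement came from a-CD3 beads alone, with compounds added to primary human leukocytes for 48 hr. Secreted IL-2 bridged europium cryptate- and d2-labelled anti-IL-2 antibodies, giving FRET emission at 665nm after 320nm excitation.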
ELG1 repair inh: blocks ELG1-dependent DNA repair in HEK293T cells; Potency, µM (highest dose often 46.1 µM), for the others: at the highest dose activity change, negative = inhibition, hits mostly inhibitors; actives 2.3% (n = 330,000); HEK293T ELG1-luciferase reporter, luminescence, 16 h; DNA damage induced by 5-fluorouridine; further: potency means the concentration at half of the fitted maximal effect; on the % scale 0 is the no-effect control and ±100 the full control effect; nearly all actives have a fitted effect of over 55% in size
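Step one: seed 2,000 cells per well. Step two: pin-transfer compound or DMSO alongside 5-fluorouridine. Step three: incubate 16 hr, 37 °C, 5% CO2. Step four: add ONE-Glo, wait 30 min, read luminescence.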
TSG101-PTAP inh: blocks PTAP/TSG101 interaction to inhibit HIV-1 budding; Q99816; Fluorescence polarization, FITC-PTAP peptide / Tsg101 binding; 340,000 tested, under 10 active; Potency, µM (titrated, usually from 115 µM), inactives show top-dose activity change, negative = inhibition, usual class: inhibitors; active means well fitted inhibition curve with a large enough effect in the main read-out, with a control signal flat, not every such curve was filed as active; inconclusive means small, poorly fitted or top-dose-only effect, or effect the other way, or a change in a side signal; inactive means no such curve, though single readings can be large or run the other way; further: potency means the concentration at half of the fitted maximal effect; % of control where 0% means no effect
Target sequence (Q99816 whole entry, looked up): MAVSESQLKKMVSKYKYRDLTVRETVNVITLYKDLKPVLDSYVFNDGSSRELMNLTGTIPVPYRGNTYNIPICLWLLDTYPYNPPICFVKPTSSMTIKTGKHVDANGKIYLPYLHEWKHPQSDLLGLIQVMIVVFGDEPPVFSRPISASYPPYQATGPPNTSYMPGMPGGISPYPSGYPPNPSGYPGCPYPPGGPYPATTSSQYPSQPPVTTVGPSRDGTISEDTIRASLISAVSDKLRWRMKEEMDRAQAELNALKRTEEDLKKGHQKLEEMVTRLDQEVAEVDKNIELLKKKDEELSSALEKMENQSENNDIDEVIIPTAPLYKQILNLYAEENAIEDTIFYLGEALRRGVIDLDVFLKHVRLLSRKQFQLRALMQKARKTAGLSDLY
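Fluorescence polarization binding of Tsg101 binding domain (10 uM final) to FITC-labeled PTAP peptide (50 nM final) in HEPES pH 7.5 buffer with NaCl, Tween 20, EDTA, TCEP. Compounds added before peptide; binding 20 min at RT.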
a7 integrin act: activators of alpha7 integrin expression for muscular dystrophy | alpha7betagal myoblasts, beta-gal FDG fluorescence, 48 h | actives 0.064% (n = 350,000) | Potency, µM (top dose mostly 38.3 µM), for the others: top-dose activation, most hits filed as activators;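 further: potency means the concentration at half of the fitted maximal effect; 100% = response of the positive control SU9516; nearly all actives have a fitted effect of over 60% in size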
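Alpha7betagal+/- myoblasts (passage 13) were plated 16-24 hr, then exposed to compounds (1:260 dilution of DMSO stock) for 48 hours at 37C. After MPER lysis, β-galactosidase reporter activity was read as FDG fluorescence (ex 480/em 540) after 30 minutes.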
TSHR antagonist: blocks TSH signaling through the human TSH receptor. P16473. TSHR-expressing cells, TSH-stimulated cAMP HTRF, 2 h; hits give low values. activity change, negative = inhibition, % at 11.5 µM. actives 0.2% (n = 330,000);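 active means activity change below a set negative limit, meaning inhibition stronger than a set level, cut at about -70% in these data; inconclusive means activity change between two set negative limits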; further: on the % scale 0 is the no-effect control and ±100 the full control effect
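TSHR-expressing cells were treated with compounds, then stimulated with TSH at EC80 (4nM final) for 2 hours at 37 deg C. Cellular cAMP was measured by HTRF competition between lysate cAMP and cAMP-d2 for a cryptate-labelled anti-cAMP antibody.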
Chronic BCR inh: chronic active BCR signaling inhibition. AID 493014. actives 0.05% (n = 340,000). ABC-DLBCL IkBa-CBG/CBR reporter, luminescence ratio, 4 h. Potency, µM (series often up to 46.1 µM), without a hit: top-dose ratio change, negative = lower green/red ratio, most hits filed as inhibitors; active means well fitted inhibition curve with a large enough effect in the signal ratio, with a control signal flat, not every such curve was filed as active; inconclusive means small, poorly fitted or top-dose-only effect, or effect the other way, or a change in a side signal; the % refers to the signal ratio;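 further: potency means the concentration at half of the fitted maximal effect; plate controls were basal doxycycline-induced cells for no effect and cells given 10 µM MG132 for full effect; MG132 reads +100%, hits lower the ratio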
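TMD8 human ABC-DLBCL cells with doxycycline-inducible IκBα–green luciferase fusion and unfused red luciferase, in 0.5% FBS medium; compounds up to 46 uM, 4 h at 37C. Green/red luminescence ratio, filter-overlap corrected, fitted to concentration-response curves.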
AT treatment: potential ataxia-telangiectasia treatments restoring KAP-1 phosphorylation; Potency, µM (series often up to 57.5 µM), inactives show top-dose activation, actives largely listed as activators; actives 0.19% (n = 320,000); AID 485349; […] A-T fibroblasts, KAP-1 phosphorylation AlphaLISA; neocarzinostatin DNA damage 30 min before lysis; further: potency means the concentration at half of the fitted maximal effect; % of control where 0% means no effect; nearly all actives have a fitted effect of over 45% in size
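ATM-like activity read as KAP-1 phosphorylation via AlphaLISA donor/acceptor antibody pairs after lysis and 6 hr at 25C. Cells were ATM-null patient fibroblasts ([…], hTERT), dosed 60 min, then exposed to the DSB inducer NCS for 30 min.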
ASM inhibitor: human S-ASM enzyme inhibition. P17405. placental ASM, HMU-PC fluorogenic substrate, 60 min. Potency, µM (top dose mostly 57.5 µM), for inactives: at the highest dose activity change, negative = inhibition, most hits filed as inhibitors. actives 0.006% (n = 340,000). AID 504937; further: potency means the concentration at half of the fitted maximal effect
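Fluorescence read-out (Ex 386 nm, Em 447 nm) after stopping the reaction at pH 10. Enzyme: ASM from human placenta; substrate HMU-PC0, 9 uM final; 60 min, 37 °C. Compound preincubation 10 min, ambient temperature.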
Starred values were filed as active, the others as inactive; ? = inconclusive; . = not tested or not shown; [ ] = another dose, or the depositor's remark. Unless noted, the call rests on the fitted dose curve; in most records, active means well fitted curve in the direction sought with a large enough effect; inconclusive means small, poorly fitted or top-dose-only effect, or another doubt; inactive means no such curve, though single readings can be large; an effect the other way counts as inactive or inconclusive.

SMILES | Eya2 phos inh | Mito fusion yeast | Tb PFK block | TCR act | ELG1 repair inh | TSG101-PTAP inh | a7 integrin act | TSHR antagonist | Chronic BCR inh | AT treatment | ASM inhibitor
CCc1ccccc1NC(=O)CCN1C(=O)C2CC=CCC2C1=O (stereo not given) | 2.3% | 4.4% | -11.9% | -0.9% | -3.7% | -7.3% | 3.2% | -3.7 | -0.1% | 5.9% | -1.2%
CCN(CC#CCC(O)(c1ccccc1)C1CCCC1)C(C)C (stereo not given) | -9.7% | -0.7% | 0.1% | -2.8% | -0.4% | -1.6% | -18.9% | 7.2 | 3.0% | -11.0% | 1.2%
COC(=O)C1=CO[C@@H](O[C@@H]2O[C@H](CO)[C@@H](O)[C@H](O)[C@H]2O)C2C1C=C[C@@]2(O)CO (stereo not given in full) | 4.1% | . | 3.4% | 11.6% | 7.5% | -2.7% | -12.7% | -5.9 | 0.1% | -3.7% | 2.3%
Cc1cc(-c2nc(C)c(C(=O)NNS(=O)(=O)c3ccccc3)s2)no1 | -0.4% | -1.3% | 3.7% | -0.6% | 2.5% | -2.8% | -5.9% | -9.6 | -0.6% | 0.1% | 1.5%
COc1ccc(CNC(=O)CSc2nc3ccc(OC)cc3[nH]2)cc1 | 3.0% | 0.0% | -3.3% | 3.3% | -3.9% | -0.4% | ? | 31.0 | 0.6% | -4.4% | -3.4%
Cc1ccccc1NC(=O)CSc1n[nH]c(-c2ccccn2)n1 | 2.4% | -8.1% | 1.2% | 2.4% | ? | -2.2% | -18.9% | -5.3 | -3.6% | 6.2% | 8.2%
Cc1nc2ccc3nc(NC(=O)c4ccc5c(c4)OCCO5)sc3c2s1 | 7.0% | -2.2% | 4.8% | 8.7% | ? | -1.8% | -3.5% | 7.4 | ? | 25.1µM* | 2.6%
O=C(CN1C(=O)c2ccccc2S1(=O)=O)N1CCc2ccccc21 | -6.7% | 2.6% | -1.7% | -1.2% | 20.6µM* | -4.8% | -0.3% | 39.9 | ? | 28.6% | -2.2%
Cc1cccc(NC(=O)/C(C#N)=C/c2cn(CC(=O)NCc3ccco3)c3ccccc23)c1C | -7.5% | -3.7% | 0.3% | 2.1%[46.1 µM] | ? | -0.1% | -27.3% | -2.4 | ? | 3.9% | 128.3%[activator]
CN(C)CCCN(C(=O)c1ccc(Br)s1)c1nc2cc3c(cc2s1)OCCO3 | -1.3% | -0.9% | 2.5% | -2.8% | 21.0% | 1.1% | -45.7%[inhibitor] | -13.3 | ? | -0.1% | -2.6%
CC1CCN(C(=O)c2ccccc2NC(=O)c2cccs2)CC1 | 1.9% | -1.7% | -2.7% | -5.8% | -11.9% | -1.0% | 12.6% | 10.3 | 0.3% | -0.7% | 0.2%
O/N=C1/CCCCC1c1ccccn1 (stereo not given) | -4.7% | 1.4% | -5.0% | 0.3% | 14.0% | -1.1% | 4.7% | 0.6 | -5.1% | 6.9% | 2.3%
O=C(CN1C(=O)C(=O)c2ccccc21)c1ccc(Cl)cc1 | 14.1% | -0.2% | 0.6% | . | -8.6% | 1.7% | -26.0% | -4.8 | -1.4% | -4.0% | -2.2%
CCOc1ccc(CCNC(=O)CN2C(=O)NC3(CCCCC3C)C2=O)cc1OCC (stereo not given) | -5.6% | -0.2% | -0.7% | 0.2% | 3.8% | -3.7% | 4.4% | -1.4 | 2.5% | 4.2% | 2.3%
O=C(Nc1ccc(S(=O)(=O)N2CCCC2)cc1)c1ccc([N+](=O)[O-])o1 | -22.6% | . | 0.5% | -0.4% | ? | -8.9% | -55.2%[inhibitor] | . | ? | 1.8% | -1.2%
COc1ccc(Cl)cc1NC(=S)NCc1ccco1 | -2.8% | -5.2% | -1.2% | 0.3% | 17.1% | -3.0% | -27.3% | 3.1 | -4.6% | 1.0% | -1.6%
CCOC(=O)C1=CC[C@H]2c3c(c4ccccc4n3C)C(=O)C1N2Cc1ccccc1 | ? | . | 1.1% | 0.9% | ? | 0.7% | 3.2% | 6.4 | 0.5% | 1.3% | 1.7%
CC(=O)c1ccc(N(C(=O)CNC(=O)c2cccs2)C(C(=O)NCC2CCCO2)c2ccccc2)cc1 (stereo not given) | 12.9% | 8.3% | -5.6% | 1.7% | 10.9% | 2.0% | 13.5% | 3.3 | 0.0% | -8.3% | -2.8%
O=C(Nc1ccc(Cl)cc1)Nc1ccccc1C(=O)NCc1ccco1 | 1.6% | 3.8% | -2.6% | 10.8% | 18.7% | 1.6% | 13.6% | -17.3 | ? | . | -8.2%
CCOC(=O)C1=C(C)N(C[C@@H]2CC[C@@H](Cc3ccc4cc(OC)ccc4c3)O2)C(=O)NC1c1ccc(OC)cc1 (stereo not given in full) | 7.9% | . | -0.4% | 3.4%[46.1 µM] | ? | -4.8% | -11.2% | -16.3 | -12.5% | -4.1% | -3.9%
O=C(Nc1nnc(-c2ccccc2)s1)c1cc(S(=O)(=O)N2CCOCC2)c(Cl)cc1Cl | 5.2% | 1.3% | 2.1% | -5.1% | ? | -3.1% | 2.0% | -36.3 | ? | 0.8% | -8.6%
Cc1ccc2c(c1)C(=O)C(=O)N2CC(=O)Nc1ccc(N2CCOCC2)cc1 | -3.7% | 0.4% | -1.1% | 7.5% | 8.3% | -6.6% | -1.1% | 17.3 | 0.1% | -2.1% | 0.4%
Cc1ncc(CO)c2cc(C(=O)Nc3ccccc3Cl)c(=Nc3cccc(C(N)=O)c3)oc12 | 4.0% | 2.4% | 1.5% | 2.4% | 3.4% | 1.0% | -3.1% | -7.9 | -1.4% | 4.5% | -4.5%
COC(C[C@H](O)C[C@@H](O)COCc1ccccc1)OC | 9.0% | 2.0% | -5.2% | 3.4% | 12.0% | 1.3% | 0.0% | -9.6 | -1.6% | 0.0% | 2.0%
C/C(CC1CC(C)OC1=O)=N\NC(N)=S (stereo not given) | -2.0% | 0.4% | 0.0% | 4.4%[46.1 µM] | 6.1% | -5.1% | 1.2% | 11.3 | 0.5% | 7.4% | -3.5%
CC(C)c1ccc(S(=O)(=O)N2CCCCC2)cc1 | -15.5% | 6.7% | -1.9% | -6.7% | 10.9% | -8.1% | 21.8% | -5.2 | 3.0% | -4.6% | -0.2%
Cc1cc(C)c(S(=O)(=O)Nc2ccccc2-c2ccccc2)c(C)c1 | -5.5% | 12.6% | -12.5% | -1.8%[46.1 µM] | -4.2% | 1.9% | -31.0% | -19.9 | ? | 16.6% | -9.4%
c1ccc(-c2nnc(CSc3nnc(-c4cccs4)o3)o2)cc1 | 1.3% | 6.4% | -2.6% | 1.0% | -2.7% | -5.2% | -27.4% | -10.3 | -0.8% | 10.8% | -1.4%
COC(=O)c1ccc2c(=O)n(-c3ccccc3F)c(=S)[nH]c2c1 | 2.4% | 6.9% | -0.2% | -2.3% | 18.3µM* | -0.9% | -20.6% | -12.7 | 10.4% | 0.7% | 94.9%[activator]
COc1ccccc1/C=C\C=N\NC(=O)c1ccco1 | 11.0% | -2.2% | -3.4% | 1.1% | ? | -2.9% | -15.3% | -5.1 | ? | 1.5% | 1.6%

In another format: entries from further up.
CC(C)c1ccc(S(=O)(=O)N2CCCCC2)cc1
  Eya2 phos inh: -15.5%
  Mito fusion yeast: 6.7%
  Tb PFK block: -1.9%
  TCR act: -6.7%
  ELG1 repair inh: 10.9%
  TSG101-PTAP inh: -8.1%
  a7 integrin act: 21.8%
  TSHR antagonist: -5.2
  Chronic BCR inh: 3.0%
  AT treatment: -4.6%
  ASM inhibitor: -0.2%

Cc1cc(C)c(S(=O)(=O)Nc2ccccc2-c2ccccc2)c(C)c1
  Eya2 phos inh: -5.5%
  Mito fusion yeast: 12.6%
  Tb PFK block: -12.5%
  TCR act: -1.8%[46.1 µM]
  ELG1 repair inh: -4.2%
  TSG101-PTAP inh: 1.9%
  a7 integrin act: -31.0%
  TSHR antagonist: -19.9
  Chronic BCR inh: ?
  AT treatment: 16.6%
  ASM inhibitor: -9.4%

Bioassay records as filed in PubChem.
